High-throughput results: PubChem, Broad Institute
CASP6 VEID inh: inhibitors of human caspase-6; 350,000 tested, 0.53% active; P55212; purified caspase-6, Z-VEID-R110 cleavage fluorescence; inhibition, % at 12.5 µM; AID 686996;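 active = mean inhibition across replicates at least about 35%, with every replicate also reaching that limit, limit read from the data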;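 also: 0% = median of neutral control wells and 100% = no fluorescence left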
Target sequence (P55212 24-179 limits assumed): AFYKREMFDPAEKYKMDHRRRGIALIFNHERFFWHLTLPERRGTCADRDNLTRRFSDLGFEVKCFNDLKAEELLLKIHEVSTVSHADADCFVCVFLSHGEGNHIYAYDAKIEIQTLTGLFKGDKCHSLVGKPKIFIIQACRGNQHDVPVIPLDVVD
Target sequence (P55212 194-293 limits assumed): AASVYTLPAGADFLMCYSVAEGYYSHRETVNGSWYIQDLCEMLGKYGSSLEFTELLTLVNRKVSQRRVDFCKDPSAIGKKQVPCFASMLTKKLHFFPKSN
PGC1a acetyl inh: modulators of PGC1a acetylation; U2OS PGC1a acetylation, AlphaScreen anti-acetyl-lysine; with virally co-expressed GCN5 acetyltransferase; inhibition, % at 15.6 µM; 350,000 tested, 0.17% active; AID 651687;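 active = every replicate shows inhibition of at least 40%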;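 also: 0% = neutral control wells and 100% = positive control wells; some results beyond the cut were filed as inactive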
FN deposit inh: fibronectin deposition inhibition. AH1F fibroblasts, Alexa488-fibronectin deposition fluorescence, overnight. inhibition, % at 12.6 µM. 350,000 tested, 0.086% active;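 active = mean inhibition across replicates of 30% or more, regardless of how many single replicates reach that level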;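 also: positive control wells lacked labelled fibronectin entirely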
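material = AH1F fibroblast monolayer depositing Alexa488-labelled fibronectin into matrix | amount = 10000 AH1F cells/well | buffer or medium = DMEM plus 2% serum, read in PBS | incubation = 1 h cell adhesion before compound, then overnight fibronectin incubation | detection = fluorescence at 485 nm excitation, 525 nm emission | evaluation = percent inhibition as loss of matrix-bound fibronectin fluorescence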
PAX8 reporter: lowers PAX8-driven luciferase in RMG-I cells. RMG-I TPO-luciferase reporter, SteadyGlo, 24 h. inhibition, % at 12.6 µM. 360,000 tested, 1.2% active. AID 652154;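 active = mean replicate inhibition at least 60% with every replicate also reaching 60%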;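 also: luciferase light reporting Pax8 driven TPO promoter activity; plate controls were median of neutral control wells for no effect and mitoxantrone controls for full effect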
EWS-Fli block: blocks EWS/Fli oncoprotein-driven transcription. A673 NR0B1-luciferase reporter, viability-normalised. inhibition, % at 12.6 µM. 350,000 tested, 0.67% active;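 active = mean inhibition of at least 50% after viability correction, with every replicate also passing that limit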;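 also: firefly luciferase signal divided by Alamar Blue viability fluorescence both relative to DMSO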
LGR2 antag: inhibitors of bursicon-induced Drosophila LGR2 receptor cAMP signaling | HEK293 LGR2, CRE-luciferase, bursicon-stimulated, 4 h | inhibition, % at 9.99 µM | 380,000 tested, 0.35% active;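 active = drop in luminescence signal, shown as inhibition above about 50% in the replicate tests, limit read from the data, passing the limit was not always enough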;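 also: agonist challenge used bursicon conditioned medium at about half maximal strength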
Cneo AK release: Cryptococcus neoformans lysis via adenylate kinase release; C. neoformans lysis, adenylate kinase release luminescence, 4 h; normalised: neutral wells 0, clomiphene wells 100; lysis activity, % at 15 µM; 360,000 tested, 0.2% active; AID 651654;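 active = mean lysis activity across replicates of at least 80%, whatever share of replicates individually reach that level; inactive = mean lysis activity below 80%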
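Test system: log-phase Cryptococcus neoformans yeast cells. Input: 5 × 10^6 yeast cells/mL. Medium: fresh YPD growth medium. Doses: single dose. Incubation: static 4 h at 37 °C with compound, 1 h detection. Measured by: luminescent adenylate kinase detection reagent. Read-out: signal increase indicating cell lysis. Benchmarks: Clomiphene.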
miR122 inh: blocks miR-122 activity in Huh7 sensor cells; Huh7 miR-122 Renilla luciferase sensor, 48 h; neutral wells = 0, positive control = 100; activation (reporter increase), % at 12.5 µM; 340,000 tested, 0.3% active; AID 602342;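 active = mean replicate activation score at least 90 and every replicate individually at or above 90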;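 also: higher luciferase means less miR-122 activity so hits act as miR-122 inhibitors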
* marks the source's active call; other numbers are inactive results; nt = no result given; & = joins results of further samples; [ ] = another dose, or the depositor's remark. Compounds were not picked by outcome; overall some 2.5% were active at least once.

SMILES	CASP6 VEID inh	PGC1a acetyl inh	FN deposit inh	PAX8 reporter	EWS-Fli block	LGR2 antag	Cneo AK release	miR122 inh
CC(C)Nc1nc(Nc2ccc(Cl)cc2F)c2sccc2n1	2	nt	9	11	18	-19	-2	-5
C[C@H]1CCCCO[C@@H](CN(C)Cc2ccccc2)[C@@H](C)CN([C@@H](C)CO)C(=O)c2cc(NS(=O)(=O)c3ccccc3)ccc2O1	0	0	nt	7	11	-2	5	-6[16.7 µM]
N#C/C(=C\c1ccccc1O)C(=O)Nc1cccnc1	0	-1	3	-106	-91	-5	-3	8
CO[C@H]1CN(C)C(=O)c2cc(NC(=O)c3ccccc3)ccc2OC[C@H](C)N(C(=O)CN(C)C)C[C@@H]1C	3	-7	-2	nt	-2	10	0	4[16.7 µM]
C[C@@H]1CN([C@H](C)CO)C(=O)c2cccc(NC(=O)Nc3ccc(C(F)(F)F)cc3)c2O[C@@H]1CN(C)C(=O)Nc1ccc(F)cc1	1	-10	nt	3	13	16	nt	nt
COCc1cc(C)nc(SCC(=O)Nc2ccc3c(c2)n(C)c(=O)n3C)c1C#N	-3	0	nt	-5	3	14	-1	-4
COC(=O)c1cc(Nc2cc(C)c3ccc(O)cc3n2)cc(C(=O)OC)c1	2	-10	-29	18	11	1	1	-4
CCN(Cc1ccccc1)S(=O)(=O)c1cc(C(=O)NC(C)C2CC3CCC2C3)ccc1OC (configuration not stated)	nt	nt	nt	16	-2	6	nt	1
COc1cc(OC)c(/C=C2\C(=O)Nc3ccccc32)c(OC)c1	-4	nt	11	7	56*	29	nt	nt
C[C@H](CO)N1C[C@H](C)[C@@H](CN(C)CC2CCCCC2)OCc2cnnn2CCCC1=O	0	-6	4	-6	3	-5	0	-1[16.7 µM]
C=C(C)Cn1c(N2CC(C)CC(C)C2)nc2c1c(=O)[nH]c(=O)n2C (configuration not stated)	-2	-3	-6	27	1	-23	1	-9
Oc1ccc(-c2n[nH]c(=S)n2-c2ccc3c(c2)OCCO3)cc1	4	nt	-2	-30	-11	-14	nt	nt
CCC(=O)N(C)C[C@H]1Oc2ncc(C#C[C@@H](C)O)cc2C(=O)N([C@@H](C)CO)C[C@H]1C	0	9	nt	-14	-3	12	-2	1[16.7 µM]
Clc1nc(Cl)nc(N(c2ccccc2)c2ccccc2)n1	1	1	1	2	-16	-18	-2	-6
COc1ccc(OC)c(C2C3=C(CC(C)(C)CC3=O)Nc3nnnn32)c1 (configuration not stated)	-5	nt	-4	12	2	1	nt	nt
COc1cc2nc(NC(=O)c3ccc(F)cc3Cl)sc(=O)c2cc1OC	1	2	nt	nt	nt	nt	0	0
O=[N+]([O-])c1cnccc1NC1CCCCC1	-4	nt	8	-9	-8	nt	nt	nt
COc1ccc(C(=O)NC2CCN(S(=O)(=O)c3ccc(F)cc3)CC2)cc1	0	-7	2	-12	5	3	-1	-6
O=S(=O)(N[C@@H]1CC[C@@H](CCn2cc(-c3cccc(F)c3)nn2)O[C@@H]1CO)c1ccccc1	0	2	nt	5	-3	3	-1	nt
C[C@@H]1CN([C@@H](C)CO)C(=O)c2cccc(NS(=O)(=O)c3ccc(Cl)cc3)c2O[C@H]1CN(C)S(=O)(=O)c1cn(C)cn1	nt	-6	nt	nt	-6	28	nt	2[16.7 µM]
CC1CCCCN1C(=O)CN1C(=O)CSc2ccc(S(=O)(=O)N3CCOCC3)cc21 (configuration not stated)	0	7	3	6	nt	-1	-1	-5
CC1(C)OC(=O)C2=C(CC(CCc3ccccc3)OC2c2cccc(C(F)(F)F)c2)O1 (configuration not stated)	-1	nt	-5	13	13	14	nt	nt
Cc1cccc(N2C(S)=C(C#N)C(=O)NC2c2ccco2)c1 (configuration not stated)	7	-1	nt	17	6	-16	2	0
CC(C)c1ccc(NC(=O)CSc2ncccc2C(=O)Oc2cccc([N+](=O)[O-])c2)cc1	0	nt	-2	-127	11	-7	nt	nt
CCOC(=O)c1cc(-c2ccc(OC)cc2)nn1-c1ccccc1C(=O)O	22	1	0	-1	-5	11	4	15
COc1ccc(N2C(=O)CC(Sc3nnc(-c4ccccc4F)n3C)C2=O)cc1 (configuration not stated)	3	nt	-1	7	7	nt	nt	nt
Cc1ccc(NC(=O)C2CCN(S(=O)(=O)c3ccc4c(c3)CC(C)N4C(=O)C3CCC3)CC2)nc1 (configuration not stated)	2	-17	17	26	8	0	0	-2
CCCN(CCC)C(=O)c1cc2c(=O)[nH]c3ccc(C)cc3c2s1	1	-13	1	26	3	5	1	nt
Cc1ccccc1C1=NC(C(F)(F)F)(C(F)(F)F)c2c(n(C)c(=O)n(C)c2=O)N1	3	nt	-3	6	2	11	0	-4
Cc1cc(C(=O)N2CCC2(C)C(=O)NCc2cccc3ccccc23)nn1C (configuration not stated)	0	nt	0	-5	0	-8	-23	nt

2 of the compounds above, as comma-separated lines:
structure,CASP6 VEID inh,PGC1a acetyl inh,FN deposit inh,PAX8 reporter,EWS-Fli block,LGR2 antag,Cneo AK release,miR122 inh
CC1(C)OC(=O)C2=C(CC(CCc3ccccc3)OC2c2cccc(C(F)(F)F)c2)O1 (configuration not stated),-1,nt,-5,13,13,14,nt,nt
Cc1cccc(N2C(S)=C(C#N)C(=O)NC2c2ccco2)c1 (configuration not stated),7,-1,nt,17,6,-16,2,0

(listing goes on)
SMILES	CASP6 VEID inh	PGC1a acetyl inh	FN deposit inh	PAX8 reporter	EWS-Fli block	LGR2 antag	Cneo AK release	miR122 inh
C[C@@H]1CN([C@@H](C)CO)C(=O)c2cc(NC(=O)Nc3ccc(C(F)(F)F)cc3)ccc2O[C@@H](C)CCCCO[C@H]1CN(C)S(=O)(=O)c1cccs1	2	0	nt	35	4	-8	2	-1[16.7 µM]
COc1ccc(-c2ccc(C3[C@H]4CNC[C@@H]3N4C(=O)NC3CCCC3)cc2)cc1 (some centres not stated)	nt	-3	-9	-6	-2	-2	nt	nt
Nc1nc(SCC(=O)NNc2c(Cl)cc(Cl)cc2Cl)n[nH]1	-1	nt	2	6	-5	2	nt	nt
Cc1ccc(C)c(S(=O)(=O)NC(C)CCc2ccccc2)c1 (configuration not stated)	6	-8	4	-3	1	14	-2	193*
CC(C)NC(=O)N(C)C[C@@H]1Oc2ccc(NS(=O)(=O)c3ccc(Cl)cc3)cc2CC(=O)N([C@H](C)CO)C[C@@H]1C	1	2	nt	-6	0	-12	-3	-4[16.7 µM]
O=C(Nc1cn(-c2ccccc2)nc1-c1ccc(F)cc1)c1ccccc1	-1	-4	-2	7	-73	nt	-2	0
CC(C)(C)c1ccc(C(O)c2ncc(-c3ccccc3)[nH]2)cc1 (configuration not stated)	0	nt	-4	-36	-22	-1	2	4
Cc1ccccc1Cn1nc(C)c(NC(=O)c2noc3c2CCCC3)c1C	nt	17	11	nt	nt	nt	-1	0
COc1ccc(CNC(=O)CNC(=O)c2ccc(Br)o2)cc1OC	-2	nt	nt	13	-3	2	3	-2
O=C(COc1ccccc1)OCC(=O)c1c[nH]c2ccccc12	-1	7	3	16	1	24	0	1
CNNC(=S)NCCC1=CCCCC1	-3	0	3	-26	-32	-13	nt	nt
CC(NC(=O)COC(=O)c1cccnc1Cl)C12CC3CC(CC(C3)C1)C2 (configuration not stated)	2	-6	-3	-5	-3	9	1	-6
O=c1[nH]c(=O)n(CCCc2ccccc2)cc1-c1ccccc1	1	nt	0	1	-1	-9	nt	nt
C/C=C/c1ccc([C@@H]2[C@H](CO)N(CC3CCCC3)C23CN(C(=O)CC2CC2)C3)cc1	1	-16	nt	nt	-1	12	nt	nt
CCCCCCCCSc1n[nH]c(N)n1	-1	nt	-3	-9	20	-34	nt	nt
COc1ccc2cc(CO)c3cc(OC)c(OC)cc3c2c1	4	nt	5	-18	-14	13	8	nt
CCN(CC)c1c([N+](=O)[O-])c(=O)n(CC)c2ccccc12	-3	-5	-6	5	-1	-8	0	-2
COc1ccc2c(c1)[C@H]1[C@H](CO2)[C@H](c2ccccc2)[C@]2(C)C(=O)N(CC3CCCO3)CC(=O)N12 (some centres not stated)	9	nt	11	-16	-41	-11	-2	-4
NCC(c1ccccc1Cl)c1c[nH]c2ccccc12 (configuration not stated)	6	nt	-12	29	27	18	0	nt
Cc1ccc(S(=O)(=O)N(C)C[C@@H]2Oc3ccc(NS(=O)(=O)c4ccc(Cl)cc4)cc3CC(=O)N([C@@H](C)CO)C[C@@H]2C)cc1	-2	-10	nt	11	18	17	100*	-3[16.7 µM]
O=C(N[C@@H]1CC[C@H](CCNC(=O)C2CC2)O[C@H]1CO)c1ccccn1	0	12	-2	nt	1	-5	0	nt
O=C(CS(=O)(=O)Cc1ccccc1)N1CCN(C(=O)c2ccco2)CC1	nt	4	nt	-6	nt	nt	-3	2
O=C(Nc1nc(-c2ccccc2)cs1)c1cccc(S(=O)(=O)N2CCN(Cc3ccccc3)CC2)c1	nt	17	-5	nt	nt	nt	0	2
C[C@@H]1CCCCO[C@@H](CN(C)S(C)(=O)=O)[C@@H](C)CN([C@H](C)CO)C(=O)c2cc(NC(=O)Nc3ccc(F)cc3)ccc2O1	nt	18	nt	1	2	-5	-22	6[16.7 µM]
Cn1cc(C(=O)NS(=O)(=O)Nc2ccc(Br)cn2)c2ccccc21	1	nt	0	-58	nt	-12	nt	nt
Cc1noc(C)c1S(=O)(=O)Nc1cccc2c1O[C@@H](CN(C)CC1CCCCC1)[C@@H](C)CN([C@H](C)CO)C2=O	-1	2	-12	-14	-12	8	2	44[16.7 µM]
O=C(NCCc1ccc(Cl)cc1)c1cccc(S(=O)(=O)N2CCCC2)c1	1	1	-5	-5	6	8	3	2
CC(C)(C)n1nnnc1C(c1ccccc1)N1CCN(c2ccc(C(F)(F)F)cn2)CC1 (configuration not stated)	-1	nt	6	-1	5	-7	nt	nt
COc1ccc2oc(C(=O)OCC(=O)N3CCCC3=O)c(C)c2c1	14	0	3	0	-1	-46	-5	-4
CC(=O)c1cccc(-c2ccnc3c2CC(C(=O)NCCC(F)(F)F)O3)c1 (configuration not stated)	0	nt	-4	14	41	-2	-1	-2
C[C@H]1CN([C@@H](C)CO)S(=O)(=O)c2ccc(C#CC3(O)CCCC3)cc2O[C@@H]1CN(C)C(=O)Cc1cccnc1	-2&-2&-1	-5&1&3	-5	-13&-8&-24	8&14&38	-21&13	-1&-1&-4	5
CC(=O)NC12CC3CC(C1)CC(C(=O)N1CCN(S(=O)(=O)c4ccccc4[N+](=O)[O-])CC1)(C3)C2	-1	8	3	7	3	-9	0	-5
C[C@H]1CN([C@@H](C)CO)C(=O)Cc2cc(NC(=O)Cn3cnnn3)ccc2O[C@@H]1CN(C)C(=O)Nc1ccccc1	3	13	nt	-7	6	-16	-1	-1[16.7 µM]
Cc1ccc(C(=O)NCC(=O)OCC(=O)Nc2cc(C)c(C)cc2[N+](=O)[O-])cc1	1	-12	nt	10	1	-7	-1	10
Cc1cccc(OC(C)C(=O)Nc2nccs2)c1 (configuration not stated)	0	-10	nt	8	nt	1	3	nt
Cc1noc(C)c1S(=O)(=O)N(C)C[C@@H]1Oc2ccc(NS(=O)(=O)c3ccccc3)cc2CC(=O)N([C@H](C)CO)C[C@@H]1C	-1	6	nt	-10	-6	-5	0	-3[16.7 µM]
C[C@H]1CN([C@@H](C)CO)C(=O)Cc2cc(NS(C)(=O)=O)ccc2O[C@H]1CN(C)S(=O)(=O)c1ccc(F)cc1	4	4	nt	11	-9	-18	-1	14[16.7 µM]
